PMI activator: phosphomannose isomerase (human) activation. actives 0.005% (n = 190,000). purified human PMI, coupled resazurin fluorescence, 20 min; stronger effect = higher value; 1 = vehicle control, 0 substrate-free wells. P34949. activation factor at 20 µM. AID 1214;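 active = activation factor of 2 or more at 20 µM, relative to plate controls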
Target sequence (P34949 whole entry, looked up): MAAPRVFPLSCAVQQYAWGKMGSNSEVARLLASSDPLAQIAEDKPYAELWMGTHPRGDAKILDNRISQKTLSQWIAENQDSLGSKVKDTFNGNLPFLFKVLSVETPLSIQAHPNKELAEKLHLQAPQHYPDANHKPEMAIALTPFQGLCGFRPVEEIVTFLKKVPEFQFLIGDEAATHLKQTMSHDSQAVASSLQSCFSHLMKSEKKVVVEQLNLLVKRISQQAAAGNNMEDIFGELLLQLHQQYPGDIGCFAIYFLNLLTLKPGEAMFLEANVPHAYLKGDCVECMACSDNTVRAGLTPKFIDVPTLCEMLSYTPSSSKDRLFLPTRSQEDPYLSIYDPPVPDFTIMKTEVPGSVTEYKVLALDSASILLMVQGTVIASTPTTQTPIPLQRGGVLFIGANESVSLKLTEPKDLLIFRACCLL
DTT redox prof: compounds producing H2O2 with reducing agent – biochemical, NIH compound library profiling, artefact control for MLSCN library redox annotation, primary screen. AID 878. actives 0.03% (n = 200,000). activation, % at 10 µM. DTT-dependent redox cycling H2O2, phenol red/HRP absorbance; 100% = 100 µM peroxide control, 0% = buffer;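 active = activation of at least 50% relative to the plate's high and low controls in the primary single-dose screen; inactive = activation below 50%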;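 also: compound incubated with DTT at 0.8 mM final as the reducing agent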
G6PDH counter: counter-screen for G6PDH assay hits: L. mesenteroides G6PDH inhibition | inhibition, % at 5 µM | actives 0.12% (n = 200,000) | Purified L. mesenteroides G6PDH, diaphorase/resazurin coupled fluorescence, 45 min | AID 1020
L major viab: Leishmania major promastigote growth inhibition. Leishmania major promastigotes, resazurin fluorescence viability. inhibition, % at 10 µM. actives 9% (n = 200,000);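 also: promastigotes grown with compound for 44 hours at 28 °C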
TLR4 MyD88 comp: TLR4-MyD88 interaction inhibition in cells. O00206+Q99836. actives 0.18% (n = 200,000). inhibition, % at 8.4 µM. HeLa CL3-4 TLR4/MyD88 BLA complementation, FRET ratio; in the data active = inhibition above about 25%;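 also: 0% = vehicle and 100% = reference inhibitor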
Diaphorase act: activates diaphorase or chemically reduces, flagging diaphorase assay artifacts; Diaphorase/resazurin coupled assay, resorufin fluorescence, 16 min; stronger effect = higher value; 1 = vehicle wells, 0 = NADH-free wells; activation factor at 20 µM; actives 0.005% (n = 190,000); AID 1229;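 active = diaphorase activity raised at least twofold by the compound at 20 µM; inactive = activation factor below 2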
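System – purified diaphorase enzyme from Clostridium kluyveri · Input – enzyme 0.07 U/mL final · Also added – final NADH 0.114 mM, resazurin 0.1 mM · Measured by – fluorescence of resorufin, 544 nm excitation, 590 nm emission · Timing – 16 min enzyme reaction, ambient temperature · Measure – resorufin increase flagging diaphorase activators or reducers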
RAM inhibit: inhibitors of the yeast RAM network. AID 868. actives 1.8% (n = 190,000). S. cerevisiae dse1pr::URA3 reporter, 5-FOA growth OD615, 2 d; analog-sensitive cbk1-as2 kinase mutant strain. inhibition, % at 50 µM;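 active = inhibition above a set limit, 3 SD over mean compound inhibition, cut at about 8.4% in these data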;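 also: 0% = DMSO-only wells with no growth and 100% = 10 µM 1-NA-PP1 full growth; inhibition rescues growth on 5-FOA so higher OD means more RAM inhibition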
PMI act hi M6P: increases human PMI activity with near-saturating mannose 6-phosphate; AID 1216; actives 0.34% (n = 190,000); activation factor at 20 µM; coupled PMI enzyme assay, resazurin fluorescence, 20 min; stronger effect = higher value; 1 = untreated enzyme, 0 = substrate-free blank;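 active = activation factor of 2 or more at 20 µM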
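Test system: human PMI in coupled enzyme assay; Input: PMI at 15 ng/mL final; Medium: HEPES buffer, pH 7.4; Schedule: 20 min incubation at room temperature; Technique: resorufin fluorescence at Ex 544/Em 590 nm; Compound: 20 µM single dose; Probe or stimulus: Near-saturating mannose-6-phosphate, 1.0 mM.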
Hsp70 activator: transcriptional activators of Hsp70; HeLa Hsp70 promoter luciferase reporter, luminescence; scaled: vehicle 0, proteasome-inhibitor control 100%; activation, % at 10 µM; actives 0.04% (n = 200,000);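 active = activation above the mean across all tested compounds plus 3 SD, cutoff set per campaign, cut at about 5.5% in these data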;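 also: 100% = MG132 at 30 µM as the positive control and 0% = DMSO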
Diaphorase inh: diaphorase inhibition or chemical oxidation counter-screen | diaphorase resazurin-to-resorufin fluorescence, NADH, 16 min; bacterial (C. kluyveri) enzyme, not human | actives 0.69% (n = 190,000) | inhibition, % at 20 µM;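 active = primary screen inhibition at 20 µM above a set limit, cut at about 50% in these data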;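 also: plate controls were DMSO with full reaction for no effect and wells lacking NADH for full effect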
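Assay system: diaphorase enzyme from Clostridium kluyveri; Input: enzyme working solution with 0.14 U/mL diaphorase; Timing: 16 min at room temperature; Technique: resorufin fluorescence, excitation 544 nm, emission 590 nm; Benchmarks: positive control minus NADH, DMSO neutral control.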
S1P3 antagonist: S1P3 (human) receptor antagonism; Q99500; CHO S1P3 NFAT-BLA reporter, FRET fluorescence, antagonist mode; inhibition, % at 4.98 µM; actives 0.27% (n = 170,000); AID 485;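 active = inhibition above the plate cutoff, the mean inhibition of test wells on that plate plus 3 SD, cut at about 28% in these data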;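 also: cells challenged with S1P at its EC80 of 0.8 µM; blue over green emission ratio from cleaved BLA substrate after 4 h stimulation; 0% = S1P-stimulated wells and 100% = unstimulated DMSO-only wells; some compounds past the cut are filed as inactive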
Target sequence (Q99500 whole entry, looked up): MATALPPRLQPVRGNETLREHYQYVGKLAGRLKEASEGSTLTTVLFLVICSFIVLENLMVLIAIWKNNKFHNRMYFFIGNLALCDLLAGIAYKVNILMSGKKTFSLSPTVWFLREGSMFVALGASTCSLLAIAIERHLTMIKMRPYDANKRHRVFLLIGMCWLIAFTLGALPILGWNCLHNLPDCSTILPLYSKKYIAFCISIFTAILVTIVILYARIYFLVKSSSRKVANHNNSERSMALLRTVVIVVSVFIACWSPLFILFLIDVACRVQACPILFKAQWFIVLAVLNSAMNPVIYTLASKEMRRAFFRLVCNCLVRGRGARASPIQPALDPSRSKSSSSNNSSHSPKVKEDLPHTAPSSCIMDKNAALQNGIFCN
Numbers without * were called inactive; . = no result given. Rule as the data show it, unless noted: active = inhibition above about 50%; inactive = the rest.

Compound	PMI activator	DTT redox prof	G6PDH counter	L major viab	TLR4 MyD88 comp	Diaphorase act	RAM inhibit	PMI act hi M6P	Hsp70 activator	Diaphorase inh	S1P3 antagonist
Cc1ccc(NCc2nnc(SCC(=O)N(Cc3ccccc3)C(C)(C)C)o2)c(C)c1	0.7	3.1	6	0	6	0.8	4.6	0.8	-0.5	22	9
Cc1cc(C)cc(NC(=O)C(=O)NCc2ccccn2)c1	0.9	-0.3	-12	2	-1	1	3.8	1	-0.1	4	-5
COc1cccc2cc(C(=O)NCc3ccccn3)c(=O)oc12	1	2.8	0	2	7	0.9	1.9	0.9	-0.2	10	.
CCCn1c(CC)nc([N+](=O)[O-])c1Sc1ccc(F)cc1	0.9	-7.4	13	28	-3	1	0.0	1	-0.1	4	.
CCC(=O)c1ccc(OCC(O)CN2C(=O)NC(C)(C)C2=O)cc1 (stereo unspecified)	0.9	-1.3	11	-2	.	0.8	0.1	0.9	.	23	-28
Cc1cc(C)cc(NC(=O)C(OC(=O)c2cccs2)c2ccccc2)c1 (stereo unspecified)	0.8	0.5	-1	33	-9	0.8	7.8	0.9	-0.2	21	13
CC(=O)c1ccc(N2CCN(C(=S)Nc3ccccc3F)CC2)cc1	0.8	0.6	17	-2	-8	0.9	0.3	0.9	-0.3	11	-8
C[C@@H]1CN(C(=O)c2nc3ccc(Cl)cn3c2CN2CCc3sccc3C2)C[C@H](C)O1	0.9	0.1	7	2	-1	0.9	1.3	0.7	0.0	7	1
CCN(CC)c1ccc(C(=S)N2CCN(c3ccccc3)CC2)cc1	1	-0.1	3	-10	11	0.8	4.2	1	-0.4	16	-10
Cc1ccc(N2CC(C(=O)NCc3ccc4c(c3)OCO4)CC2=O)cc1C (stereo unspecified)	0.8	2.4	10	-6	4	0.9	1.6	0.8	0.1	12	0
COCc1cc(C)[nH]c(=O)c1C(=O)NC12CC3CC(CC(C3)C1)C2	.	-0.5	9	-4	1	.	2.7	.	-0.2	.	1
Cc1c(Cl)c([N+](=O)[O-])nn1CC(=O)NCc1cccs1	1	-0.3	0	40	10	0.9	0.1	1	-0.5	6	8
Cc1cccc([C@@H]2C[C@H]3CN(Cc4cccc(Cl)c4)C(=O)[C@]34CCCN24)n1	0.9	-1.1	11	9	7	0.8	-0.5	1	-0.1	17	-10
CN(Cc1ccccc1)Cc1nc2scc(-c3ccccc3)c2c(=O)[nH]1	0.9	0.6	11	-1	3	0.8	1.4	0.9	-0.2	16	-16
O=S(=O)(c1ccc(Cl)cc1)c1cnc2ccccc2n1	1.1	-0.2	4	46	3	0.9	2.3	1.1	-0.3	6	-19
CC(=O)c1ccc(OCCCC(=O)Nc2cc(S(=O)(=O)N(C)C)ccc2C)cc1	1	0.2	-14	40	1	0.9	4.3	1.1	-0.1	5	1
CCCCCC(=O)N1CC2(CC(c3cccc(NC(=O)c4ccccc4)c3)=NO2)C[C@@H]1C(N)=O (stereo partly specified)	1	-7.3	-1	-7	3	0.9	0.5	1	-0.3	6	.
Cc1nc(-c2ccc(C(=O)Nc3ccccc3F)cc2)cs1	1	-0.4	-2	6	-18	1	2.5	1	-0.4	4	3
CCOC(=O)c1cnn(-c2ccccc2)c1N	0.9	0.1	4	-5	0	0.9	1.0	1	-0.3	10	.
Cc1nc(SCC(=O)NC(C)c2ccccc2)c2oc3ccccc3c2n1 (stereo unspecified)	1	0.0	10	6	-8	0.9	-0.1	1.1	-0.2	6	.
Cn1c2c(c(=O)n(C)c1=O)C(NS(=O)(=O)c1ccccc1)(C(F)(F)F)C(=O)N2 (stereo unspecified)	1.1	2.0	2	-5	2	0.9	-0.2	0.7	0.5	6	-14
Cc1ccc(NS(=O)(=O)c2ccc(NC(=O)C3CCCO3)cc2)cc1 (stereo unspecified)	0.9	0.6	13	26	14	0.9	-0.5	0.9	-0.1	14	-21
CCCCOc1ncnc2c1[nH]c1ccc(OCC)cc12	0.9	3.2	6	12	13	0.9	2.0	0.9	-0.1	8	.
COc1cc(Nc2nc(SCC#N)nc3ccccc23)cc(OC)c1OC	0.9	0.0	-4	53*	-3	0.9	1.8	1	0.1	14	.
O=C1CCC(C(=O)NCCN2C(=O)S/C(=C\c3cccnc3)C2=O)=NN1	1.2	0.0	1	-4	9	1	0.8	1.1	-0.1	2	5

Exported with each value named: entries from further up.
SMILES: CCN(CC)c1ccc(C(=S)N2CCN(c3ccccc3)CC2)cc1
  PMI activator: 1	DTT redox prof: -0.1	G6PDH counter: 3	L major viab: -10	TLR4 MyD88 comp: 11	Diaphorase act: 0.8	RAM inhibit: 4.2	PMI act hi M6P: 1	Hsp70 activator: -0.4	Diaphorase inh: 16	S1P3 antagonist: -10

SMILES: CCCCCC(=O)N1CC2(CC(c3cccc(NC(=O)c4ccccc4)c3)=NO2)C[C@@H]1C(N)=O (stereo partly specified)
  PMI activator: 1	DTT redox prof: -7.3	G6PDH counter: -1	L major viab: -7	TLR4 MyD88 comp: 3	Diaphorase act: 0.9	RAM inhibit: 0.5	PMI act hi M6P: 1	Hsp70 activator: -0.3	Diaphorase inh: 6	S1P3 antagonist: .

(more compounds)
Compound	PMI activator	DTT redox prof	G6PDH counter	L major viab	TLR4 MyD88 comp	Diaphorase act	RAM inhibit	PMI act hi M6P	Hsp70 activator	Diaphorase inh	S1P3 antagonist
CCCCSC(=S)N(C)C1CCS(=O)(=O)C1 (stereo unspecified)	0.9	-3.1	4	-4	-11	0.8	-0.1	0.9	-0.4	16	.
CCOC(=O)/C(=N\Nc1cc(Cl)ccc1Cl)N1CCN(C)CC1	1	-0.1	-2	10	-9	0.9	-1.8	1	-0.1	11	-2
CCCN1C(=O)C2(C(C(=O)c3ccc(C)o3)=C(O)C(=O)N2CCCN2CCOCC2)c2ccccc21 (stereo unspecified)	1.1	1.8	10	-4	-9	0.9	-0.1	1.1	-0.5	15	-16
O=C(ON=C1CCN(S(=O)(=O)c2ccccc2)CC1)c1ccc(F)cc1	0.9	0.7	1	-6	-1	0.8	-0.6	0.8	-0.2	19	.
O=C(CN1CCCCC1)Nc1ccccc1Cl	0.9	0.2	11	-1	-3	0.8	-0.6	0.9	-0.2	17	-10
CC(Sc1nc2ccccc2[nH]1)C(=O)Nc1ccccc1F (stereo unspecified)	0.8	0.4	8	0	-10	0.7	1.1	0.9	-0.1	35	-3
C=CCn1c(SCC(=O)c2cc(C)n(Cc3cccs3)c2C)nnc1-c1ccncc1	0.7	-2.8	12	-6	-9	0.8	0.4	0.8	-0.1	16	-20
CCCn1nc(C(=O)NCc2ccc3c(c2)OCO3)c2ccccc2c1=O	1	-0.7	1	11	-7	0.9	0.1	1	0.2	12	-15
Fc1ccccc1N1CCN(c2nnnn2-c2ccccc2)CC1	1	-1.4	-4	-2	3	0.9	0.4	1	-0.1	6	8
CCOC(=O)/C=C1\SCC(=O)N1CC(=O)NC1CCCCC1	1.1	1.2	0	-6	2	0.9	4.2	1	-0.2	10	-6
C=CCNC(=S)NC(=O)c1oc2ccccc2c1C	1	-1.9	3	-4	-2	0.9	5.1	1	0.1	6	-6
CC1CN(/C=C/C(=O)C(F)(F)F)CC(C)O1 (stereo unspecified)	1.1	-2.2	17	-1	2	1	-0.9	1	-0.3	-4	0
CCOc1ccccc1-n1nnnc1SCC(=O)OC	1.1	-0.3	5	-9	-10	1.2	0.0	1.1	-0.2	-16	-7
CC(c1ccccc1)N(CCC(c1ccccc1)C1CCOC(C)(C)C1)C(=O)c1ccco1 (stereo unspecified)	0.8	0.0	-4	39	16	0.8	6.0	1	-0.1	18	-3
CC1CCN(c2ccc(C(=O)O)cc2N)CC1	1	3.6	5	3	6	0.8	-0.4	0.8	-0.2	16	-35
CC(=O)Nc1ccc(S(=O)(=O)N(CCO)Cc2ccccc2)cc1	1	0.0	-1	-6	-10	1	1.5	1.1	-0.2	5	.
CCc1ccc(OCCCC(=O)Nc2nccs2)cc1	0.9	0.4	15	-6	2	1.1	4.9	1	0.1	-8	-24
CCc1ccccc1NC(=O)C(Cc1cccc(OC)c1OC)c1nn[nH]n1 (stereo unspecified)	1	2.1	1	-2	4	0.9	1.2	1	-0.1	6	-7
Cc1cc(C)nc(NS(=O)(=O)c2ccc(NC(=O)COc3ccccc3)cc2)n1	1	-0.2	5	-5	-5	0.9	0.3	1	-0.1	7	.
CSc1ccc(Cl)c(C(=O)Nc2ccc(N3CCOCC3)cc2)c1	1	-0.2	5	-5	-16	1	1.1	0.9	-0.1	-3	12
CN(c1ccccc1)S(=O)(=O)c1ccc(C(=O)NCc2ccccn2)cc1	1.1	-2.2	7	13	-8	1	0.7	0.9	-0.1	-1	-8
Cc1nc(NCc2ccccc2)c(C(N)=O)c2c1COC(C)(C)C2	0.9	0.2	13	-3	-7	0.8	-0.7	0.9	-0.3	22	.
CCc1c(C(=O)NNC(=S)NCC(C)C)csc1C	1.2	3.8	6	11	6	1	5.2	1.1	-0.3	2	.
CC(=O)Nc1ccc(NC(=O)CSc2ccc(-c3ccc4c(c3)OCO4)nn2)cc1	1.3	0.7	9	43	6	0.9	3.1	1.4	-0.4	8	0
CCOC(=O)Cc1csc(NC(=O)CSc2nnc(C(C)C)n2C)n1	1.1	-0.6	16	-8	0	1.1	2.4	1	-0.4	-10	-32
CC(C)(C)NS(=O)(=O)c1ccc(NS(C)(=O)=O)cc1	1	-0.4	12	-7	-4	0.9	2.1	1	-0.3	8	.

Sorted by the number under S1P3 antagonist (largest number first): some entries from above
| SMILES | S1P3 antagonist |
| --- | --- |
| CC(Sc1nc2ccccc2[nH]1)C(=O)Nc1ccccc1F (stereo unspecified) | -3 |
| CCOC(=O)/C=C1\SCC(=O)N1CC(=O)NC1CCCCC1 | -6 |
| O=C(CN1CCCCC1)Nc1ccccc1Cl | -10 |
| CCCN1C(=O)C2(C(C(=O)c3ccc(C)o3)=C(O)C(=O)N2CCCN2CCOCC2)c2ccccc21 (stereo unspecified) | -16 |
| CC1CCN(c2ccc(C(=O)O)cc2N)CC1 | -35 |
